GPR55 antagonists = GPR55 antagonists blocking LPI-driven arrestin recruitment, primary screen, imaging, U2OS, beta-arrestin-GFP, LPI agonist (AID 2013); G-protein coupled receptor 55 (Homo sapiens); U2OS GPR55 beta-arrestin-GFP translocation imaging, LPI antagonism; higher % means a stronger effect; one-dose inhibition, % at 10 µM; IC50 in µM for titrated hits; 290,000 tested, 0.13% active;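 active = spots per cell inhibited over 60%, with over 100 cells counted and total cytoplasm intensity under 500,000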;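 note: U2OS cells stably carrying GPR55 and arrestin-GFP stimulated by 5 µM LPI near EC80; imaged beta-arrestin-GFP aggregate spots per cell after agonist stimulation; plate controls were LPI-stimulated DMSO wells for no effect and DMSO wells without LPI for full effect; some results filed as inactive read as strong as hits; confirmed hits need IC50 under 10 µM and bright autofluorescent wells are also inconclusive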
NTR1 ag = agonists of NTR1, primary screen, imaging, U2OS cells, beta-arrestin-GFP, high content (AID 493036); Neurotensin receptor type 1 (Homo sapiens), P30989; NTR1-U2OS beta-arrestin-GFP spot imaging, agonist mode; activation, % at 20 µM; 330,000 tested, 0.17% active;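 active = activation at or above 40% of the spot to cytoplasm intensity ratio, with at least 20 cells analyzed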;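 note: 0% = DMSO without peptide and 100% = 100 nM NTR1 peptide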
Target sequence (P30989 whole entry, looked up): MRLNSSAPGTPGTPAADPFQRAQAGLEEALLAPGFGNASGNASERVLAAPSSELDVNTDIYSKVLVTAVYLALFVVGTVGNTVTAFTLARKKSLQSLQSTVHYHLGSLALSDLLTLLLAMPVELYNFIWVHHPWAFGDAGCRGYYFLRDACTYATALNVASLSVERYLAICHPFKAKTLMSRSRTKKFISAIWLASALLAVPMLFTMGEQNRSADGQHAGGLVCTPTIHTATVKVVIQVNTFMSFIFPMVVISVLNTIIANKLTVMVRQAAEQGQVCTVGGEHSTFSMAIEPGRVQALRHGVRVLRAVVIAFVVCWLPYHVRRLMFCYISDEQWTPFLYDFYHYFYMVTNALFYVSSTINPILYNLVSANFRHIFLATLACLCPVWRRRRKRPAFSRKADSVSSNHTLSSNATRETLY
UTI89 phage lysis = inhibition of K1F phage lysis, E. coli UTI89, bacterial capsule biogenesis inhibitors, alamar blue (AID 488966). E. coli UTI89 K1F phage lysis, alamar blue, 2 h; higher % means a stronger effect. inhibition, % at 100 µM; hits with a dose series show IC50 in µM. 340,000 tested, 0.02% active;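 active = phage lysis inhibition, versus mean bacterial control, above a set limit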;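 note: capsule biogenesis inhibitors block K1F phage lysis so surviving cells raise fluorescence; higher fluorescence means more inhibition of phage lysis; actives were called in the ten point dose series up to 300 µM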
GPR55 activation = GPR55 agonists via beta-arrestin recruitment, primary screen, imaging, U2OS cells, beta-arrestin-GFP redistribution (AID 1961); U2OS GPR55 beta-arrestin-GFP redistribution imaging; higher % means a stronger effect; G-protein coupled receptor 55 (Homo sapiens); activation, % at 10 µM; hits with a dose series show EC50 in µM; 290,000 tested, 0.048% active;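 active = activation above 40% with more than 50 cells counted in the well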;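 note: U2OS osteosarcoma cells stably expressing GPR55 and beta-arrestin-GFP; plate controls were DMSO negative control for no effect and LPI positive control for full effect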
KOR beta-arrestin-1 = KOR agonists, beta-arrestin recruitment, primary screen, cell-based, luminescence, uHTS (AID 1777). KOR beta-arrestin recruitment, luminescence; higher % means a stronger effect. activation, % at 10 µM, or EC50 in µM where a hit was titrated. 280,000 tested, 0.02% active; in the data active = activation above about 50%, passing the limit was not always enough; note: a part of the inactive calls stands beside numbers as strong as those of hits
KOR beta-arrestin-2 = KOR antagonists, beta-arrestin recruitment, cell-based, luminescence, uHTS (AID 1778); one-dose inhibition, % at 10 µM; IC50 in µM for titrated hits; KOR beta-arrestin recruitment, luminescence, antagonist mode; higher % means a stronger effect; 290,000 tested, 0.091% active; in the data active = inhibition above about 50%; note: strong numbers were not always called active
MgcRacGAP inhibition = MgcRacGAP GTPase-activating activity inhibitors, confirmation, biochemical, ADP Hunter fluorescence. Rac GTPase-activating protein 1 (Homo sapiens). MgcRacGAP-stimulated Rac1 GTP hydrolysis, ADP Hunter fluorescence; higher % means a stronger effect; GST-tagged Rac1 F28L mutant substrate. one-dose inhibition, % at 30 µM; IC50 in µM for titrated hits. 340,000 tested, 0.6% active. AID 624330, 2012;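 active = first-screen hits whose inhibition reached a set limit at any dose in the follow-up dose series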;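 note: fluorescence reports GDP produced by GAP-driven GTP hydrolysis; strong numbers were not always called active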
NOD1 inhibition = NOD1 signaling inhibitors, primary screen, cell-based, luminescence, uHTS (AID 1578). NOD1-driven NF-kB luciferase reporter cells, luminescence; higher % means a stronger effect. inhibition, % at 4 µM; hits with a dose series show EC50 in µM. 290,000 tested, 1% active; in the data active = inhibition mostly above about 36%, no sharp cut-off; inactive = mostly below about 34%;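 note: HEK-293T reporter cells stimulated with the NOD1 agonist gamma-tri-DAP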
GPR35 antagonists = GPR35 antagonists blocking zaprinast-driven arrestin recruitment, primary screen, imaging, U2OS, beta-arrestin-GFP, zaprinast agonist (AID 2058); G-protein coupled receptor 35 (Homo sapiens); U2OS GPR35 beta-arrestin-GFP translocation imaging, zaprinast antagonism; higher % means a stronger effect; 290,000 tested, 0.052% active; inhibition, % at 10 µM; hits with a dose series show IC50 in µM;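 active = inhibition of at least 50% with at least 30 cells and total cytoplasm GFP at most 10,000,000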
NTR1 ag cell count 20 µM = further read-out of NTR1 ag, marked with its call; cell count; measured here: cell count, cytotoxicity flag
* hit, by the source's call; x = no result given; & = joins results of further samples; [ ] = another dose, or the depositor's remark. A portion of the library; the hit share may differ from the screen's.

compound	GPR55 antagonists	NTR1 ag	NTR1 ag cell count 20 µM	UTI89 phage lysis	GPR55 activation	KOR beta-arrestin-1	KOR beta-arrestin-2	MgcRacGAP inhibition	NOD1 inhibition	GPR35 antagonists
CCCSCCCNC(=O)c1ccc(C)c(NC(=O)C2=C(C)OCCS2)c1	-10%	3.0	82	-0.1%	0.0%	14%	-13%	7%	1%	-2%
COc1ccc2cc(-c3[nH]ncc3CN3C[C@@H]4CCC[C@H]3C4)ccc2c1	7%	-0.7	50	-0.3%	-0.1%	x	-11%[20 µM]	-26%	-25%	4%
CCOC(=O)COc1cccc2c(=O)n(CC(=O)NCc3ccc(F)cc3)ccc12	-16%	0.8	67	1.0%[50 µM]	-0.1%	-2.3%	-61%	-7%	-3%	9%
COc1cc(CCCN2C(=O)C(=O)NC[C@@H]2Cc2ccc(O)cc2)cc(OC)c1OC	-10%	-2.4	89	-0.9%	-0.1%	2.8%	4%	0%	12%	-4%
Cc1nc2c(C)cccn2c1/C(O)=C1\C(=O)C(=O)N(CCN(C)C)C1c1ccco1 (stereo not drawn)	-9%	-0.4	56	-0.3%	0.6%	2.9%	-6%	-5%	-9%	11%
CCOCCOC(=O)c1ccc(NC(=O)c2cc(OC)c(OC)c(OC)c2Br)cc1	5%	3.8	74	1.3%[50 µM]	0.1%	4.0%	37%	5%	-15%	9%
O=C(Nc1ccccc1)c1ccc(OC(=O)c2cc3ccccc3o2)cc1	-4%	0.0	79	1.4%	0.0%	-4.0%	-12%	-6%	-47%	4%
CC1=C(C(=O)c2ccccc2)C(c2ccc(OC(F)F)cc2)NC(=S)N1 (stereo not drawn)	-11%	0.6	49	-2.1%	-0.6%	4.9%	-24%	6%	-19%	-10%
CN(C)S(=O)(=O)c1cccc(-c2nn(-c3ccccc3)cc2/C=C(/C#N)C(=O)NCc2ccco2)c1	-8%	3.7	61	4.7%[50 µM]	0.3%	-1.5%	12%	3%	-26%	-6%
C=CCn1nc(-c2ccccc2)c(N2CCCCC2)cc1=O	10%	0.0	78	0.4%	0.5%	-2.1%	-18%	9%	-38%	8%
O=C1NC(=O)N(Cc2ccccc2)C1=O	7%	-1.1	89	-0.2%	0.0%	0.5%	0%	6%	16%	8%
Cc1cccc(C(=O)Oc2cc(C)[nH]c(=O)c2[N+](=O)[O-])c1	0%	-0.9	51	0.3%	-0.2%	-1.1%	28%	16%	-2%	-8%

Next part, overlapping the part above by 2 compounds.
compound	GPR55 antagonists	NTR1 ag	NTR1 ag cell count 20 µM	UTI89 phage lysis	GPR55 activation	KOR beta-arrestin-1	KOR beta-arrestin-2	MgcRacGAP inhibition	NOD1 inhibition	GPR35 antagonists
O=C1NC(=O)N(Cc2ccccc2)C1=O	7%	-1.1	89	-0.2%	0.0%	0.5%	0%	6%	16%	8%
Cc1cccc(C(=O)Oc2cc(C)[nH]c(=O)c2[N+](=O)[O-])c1	0%	-0.9	51	0.3%	-0.2%	-1.1%	28%	16%	-2%	-8%
COCCNC(=O)c1ccc2c(=O)n(Cc3ccco3)c(SCC(=O)Nc3ccc(OC)cc3OC)nc2c1	10%	2.4	62	0.4%	-0.2%	-4.5%	-46%	7%	-24%	9%
COc1ccccc1OC(C)C(=O)Nc1ccc2c(c1)OCCO2 (stereo not drawn)	-2%	-0.3	38	0.3%	-0.2%	-1.7%	-4%	8%	-2%	18%
O=C(CCc1ccc(S(=O)(=O)NCc2ccccc2)cc1)NCc1ccco1	5%	1.0	50	-0.1%	-0.2%	-2.7%	-33%	12%	-34%	3%
CCOc1ccc(C2C3=C(CCCC3=O)OC(N)=C2[N+](=O)[O-])cc1 (stereo not drawn)	0%	-0.5	50	0.0%	0.4%	2.9%	-10%	12%	-7%	8%
Cc1cccc(NC(=S)N2CCC(NC(=O)c3cccc(F)c3)CC2)c1	8%	0.6	42	0.0%	-0.2%	-2.3%	13%	6%	-28%	4%
COc1cccc(-c2nn3c(-c4cccc(C)c4)nnc3s2)c1	4%	15	72	3.0%	-0.2%	7.1%	-8%	3%	-87%	-12%
O=C(CCn1cnnn1)Nc1ccc(F)cc1	14%	-1.3	79	0.1%	-0.3%	-4.0%	20%	11%	-21%	2%
O=C(O)CCc1nc2cccnc2n1Cc1ccccc1	26%	1.3	72	-0.1%	0.4%	-2.1%	9%	-2%	-2%	0%
CCOc1cccc2sc(N(CCCN(C)C)C(=O)c3ccc(C(=O)c4ccccc4)cc3)nc12	5%	4.4	57	0.0%	0.7%	3.3%	-6%	9%	-24%	-6%
CSc1nnc(-c2ccncc2)n1/N=C/c1cn(-c2ccccc2)nc1-c1ccc(Cl)cc1	13%	14	56	-0.4%	-0.2%	x	-13%	2%	-3%	-14%
CCOC(=O)C1CCCN(C(=O)c2sc3nc(-c4ccccc4)cn3c2C)C1 (stereo not drawn)	8%	2.1	57	0.1%	0.2%	2.2%	-13%	3%	37%	2%
CCC(C)NC(=O)CN(c1ccc2c(c1)OCO2)S(=O)(=O)c1c(C)n[nH]c1C (stereo not drawn)	-1%	1.6	58	-0.7%	-0.1%	-0.3%	21%	2%	1%	20%

Continued (two carried over from the part before).
mol	GPR55 antagonists	NTR1 ag	NTR1 ag cell count 20 µM	UTI89 phage lysis	GPR55 activation	KOR beta-arrestin-1	KOR beta-arrestin-2	MgcRacGAP inhibition	NOD1 inhibition	GPR35 antagonists
CCOC(=O)C1CCCN(C(=O)c2sc3nc(-c4ccccc4)cn3c2C)C1 (stereo not drawn)	8%	2.1	57	0.1%	0.2%	2.2%	-13%	3%	37%	2%
CCC(C)NC(=O)CN(c1ccc2c(c1)OCO2)S(=O)(=O)c1c(C)n[nH]c1C (stereo not drawn)	-1%	1.6	58	-0.7%	-0.1%	-0.3%	21%	2%	1%	20%
COc1ccc(OCC(=O)Nc2ccc(N3CCN(C(=O)c4ccco4)CC3)cc2)cc1	-15%	-1.0	49	0.1%	0.2%	-3.4%	-8%	5%	-19%	6%
CCOC(=O)CSc1nnc(CNC(=O)Cc2ccccc2)n1C	14%	-0.1	52	2.7%	0.0%	0.1%	3%	6%	-20%	2%
Cc1ccccc1OCCn1cc(C(=S)N2CCN(C)CC2)c2ccccc21	-3%	3.1	33	0.6%	0.4%	0.7%	8%	18%	-30%	-5%
O=S(=O)(c1ccccc1)N1CN(Cc2ccc(F)cc2)c2nc3ccccc3nc21	-6%	0.8	40	-0.3%[50 µM]	-0.1%	-3.7%	29%	7%	-1%	-10%
CN(C)C1(CNC(=O)C2CCN(S(=O)(=O)c3cc(Cl)ccc3Cl)CC2)CCCCC1	-29%	0.3	50	0.8%[50 µM]	0.0%	2.1%	-19%	-2%	-13%	4%
CCOC(=O)C1C(c2ccc(OC)c(OC)c2)c2c([nH][nH]c2=O)CC1(C)O (stereo not drawn)	7%	0.1	57	0.1%[50 µM]	-0.1%	-0.6%	x	1%	4%	14%
COc1ccccc1CC(NC(C)=O)C(=O)NC1CCN(C(=O)c2cccc(Cl)c2)CC1 (stereo not drawn)	-11%	0.2	43	0.0%	-0.1%	1.3%	-40%	0%	7%	3%
COc1ccccc1Nc1nc(N2CCOCC2)nc(N2CCOCC2)n1	3%	1.6&2.9	51&87	1.8%&-0.4%	-0.2%	-2.1%	-27%	11%&7%	-18%	13%
O=C(N/N=C/c1ccc(O)cc1)NC12CC3CC(CC(C3)C1)C2	-8%	8.9	65	-1.7%[50 µM]	0.0%	1.4%	-10%	56µM*	-12%	29%
COc1ccc(CCN2C(=O)CSC2c2ccc(F)cc2)cc1 (stereo not drawn)	-9%	4.3	88	0.1%	-0.1%	-2.6%	-33%	x	-7%	2%
CC(=O)N/N=C(\C)CC(=O)Nc1cccc(C(F)(F)F)c1	13%	-0.3	36	0.3%	0.8%	1.0%	29%	0%	-5%	-1%
Fc1ccc(-c2csc(NC(=S)Nc3ccccc3)n2)cc1	6%	8.2	87	0.1%	0.0%	-3.1%	-3%	12%	-3%	2%

Quoted from the listing:
`CCOC(=O)COc1cccc2c(=O)n(CC(=O)NCc3ccc(F)cc3)ccc12` in GPR35 antagonists has 9%
`O=C(CCn1cnnn1)Nc1ccc(F)cc1` in GPR35 antagonists has 2%
`COc1ccccc1CC(NC(C)=O)C(=O)NC1CCN(C(=O)c2cccc(Cl)c2)CC1` (stereo not drawn) in KOR beta-arrestin-1 has 1.3%

(more compounds)
mol	GPR55 antagonists	NTR1 ag	NTR1 ag cell count 20 µM	UTI89 phage lysis	GPR55 activation	KOR beta-arrestin-1	KOR beta-arrestin-2	MgcRacGAP inhibition	NOD1 inhibition	GPR35 antagonists
CC(C)(C)c1ccc(C(=S)N2CCN(c3ccccc3)CC2)cc1	12%	0.7	65	0.5%	0.3%	3.7%	30%	10%	-10%	3%
CCOC(=O)C1(CCCc2ccccc2)CCN(C2CCSCC2)CC1	30%	x	x	-1.8%	-0.1%	x	-8%[20 µM]	-5%	-26%	2%
Cc1ccccc1NC(=O)N1CCNC(=O)C1CC(=O)Nc1cc(Cl)ccc1Cl (stereo not drawn)	15%	1.9	47	0.0%	-0.2%	-0.1%	-7%	-7%	-27%	-7%
CCCN1C(=O)c2ccccc2NC1c1ccc(OC)c(CSc2ccccn2)c1 (stereo not drawn)	-3%	3.2	47	1.8%[50 µM]	-0.2%	-1.0%	12%	3%	-10%	6%
N#Cc1ccc(Oc2ccc(C(N)=O)cc2)cc1C#N	10%	-0.7	95	0.3%	-0.2%	-6.3%	-4%	9%	2%	2%
CC(=O)N1CCc2cc(S(=O)(=O)NCC(=O)NCc3ccc(F)cc3)ccc21	11%	-0.2	52	2.2%	-0.1%	-1.4%	-61%	11%	-8%	15%
CCOc1cc(NC(=S)NCC2CCCO2)c(OCC)cc1NC(=O)c1ccccc1 (stereo not drawn)	17%	4.6	76	0.5%	0.4%	-0.5%	13%	10%	-26%	6%
